SUMO1-SIM PPI – SUMO1-SIM interaction modulation. SUMO1 binding to a labelled peptide, TR-FRET, 1 h. inhibition, % at 20 µM. hit rate 0.33% among 360,000. AID 602429; in the data active = inhibition above about 37%
Target sequence (P63165 whole entry, looked up): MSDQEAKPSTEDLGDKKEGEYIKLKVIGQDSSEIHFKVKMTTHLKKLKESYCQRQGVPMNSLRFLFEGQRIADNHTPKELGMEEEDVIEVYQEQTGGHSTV
STEP block – blocks human striatal-enriched tyrosine phosphatase; hit rate 0.25% among 360,000; recombinant STEP, OMFP fluorogenic substrate, fluorescence; AID 588621; P54829; inhibition, % at 20 µM;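 active = inhibition at 20 µM, scaled per plate between control wells, above about 37%, limit read from the data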;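 also: 0% = DMSO with enzyme and substrate and 100% = substrate only without enzyme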
Target sequence (P54829 whole entry, looked up): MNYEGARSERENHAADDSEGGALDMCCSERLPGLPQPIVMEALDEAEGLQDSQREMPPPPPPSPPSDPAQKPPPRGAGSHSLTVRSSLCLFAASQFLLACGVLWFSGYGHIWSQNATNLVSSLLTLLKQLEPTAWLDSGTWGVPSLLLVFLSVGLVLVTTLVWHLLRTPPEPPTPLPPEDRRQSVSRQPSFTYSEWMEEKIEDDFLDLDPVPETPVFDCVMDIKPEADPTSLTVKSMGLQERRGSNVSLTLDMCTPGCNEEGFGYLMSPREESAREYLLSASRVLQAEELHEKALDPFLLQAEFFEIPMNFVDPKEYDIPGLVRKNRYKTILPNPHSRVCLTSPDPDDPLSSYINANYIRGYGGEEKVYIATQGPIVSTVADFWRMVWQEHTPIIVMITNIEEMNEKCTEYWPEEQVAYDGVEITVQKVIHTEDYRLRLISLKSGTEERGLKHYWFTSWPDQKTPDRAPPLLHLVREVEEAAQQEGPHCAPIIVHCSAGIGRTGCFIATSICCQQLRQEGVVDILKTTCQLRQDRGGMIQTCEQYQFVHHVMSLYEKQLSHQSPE
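material = STEP tyrosine phosphatase | reagent = fluorogenic phosphatase substrate OMFP at 25 µM final | doses = single compound dose of 20 µM, 1% DMSO final | schedule = 20 min reaction, room temperature, in the dark | measured by = fluorescence, 480/540 nm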
MsrA inh – bovine MsrA inhibition; purified bovine MsrA, absorbance read-out; inhibition, % at 15.5 µM; hit rate 0.75% among 360,000; in the data active = inhibition above about 4.5%;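 also: 0% = vehicle wells with enzyme and 100% = reference inhibitor wells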
Scp-1 inhibitor – blocks human Scp-1 phosphatase activity; Q9GZU7; Recombinant Scp1, phosphopeptide, malachite green phosphate absorbance; inhibition, % at 20 µM; hit rate 0.88% among 340,000; AID 493091;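 active = inhibition above about 50% at 20 µM, limit read from the data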;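 also: plate controls were DMSO wells with enzyme for no effect and wells lacking enzyme for full effect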
Target sequence (Q9GZU7 76-261 limits assumed): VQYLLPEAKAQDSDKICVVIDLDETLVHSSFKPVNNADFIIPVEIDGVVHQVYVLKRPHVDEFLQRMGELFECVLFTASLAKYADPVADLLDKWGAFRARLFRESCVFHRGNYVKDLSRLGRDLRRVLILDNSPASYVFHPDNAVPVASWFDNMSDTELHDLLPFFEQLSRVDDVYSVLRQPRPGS
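Material: truncated SCP-1 phosphatase (76-261aa) / Buffer or medium: 50 mM Tris acetate pH 5.5, 0.005% Tween-20, 10 mM MgCl2 / Compound dosing: one concentration, 20 µM, with 1.0% DMSO / Incubation: 45 min room-temperature reaction, 5 min colour, 30 min stabiliser / Detection: colorimetric free-phosphate detection, absorbance 630 nm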
TbMetRS inhib – blocks T. brucei methionyl-tRNA synthetase activity; purified T. brucei MetRS, ATP depletion, Kinase-Glo luminescence; inhibition, % at 11.9 µM; hit rate 0.4% among 360,000;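 active = inhibition above a per-plate cutoff of the control wells' mean inhibition plus 3 SD, cut at about 5.5% in these data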;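 also: 0% = DMSO wells median and 100% = median of wells with control inhibitor compound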
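System: purified T. brucei MetRS enzyme / Detection: Kinase-Glo luciferase luminescence reporting remaining unconsumed ATP / Medium: HEPES buffer with MgCl2, KCl, DTT, spermine, BSA, pyrophosphatase / Replication: singlicate, one well per compound / Evaluation: percent inhibition relative to median high and low control wells / Schedule: 2 h aminoacylation at 25 °C after 15 min preincubation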
MsrA act – activates bovine MsrA enzyme; purified bovine MsrA, absorbance read-out; AID 602163; hit rate 0.3% among 360,000; activation, % at 10.6 µM; in the data active = activation above about 7.5%;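 also: 0% = vehicle and 100% = reference activator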
eLon inh – inhibits E. coli Lon protease | P0A9M0 | purified E. coli Lon protease, fluorescence polarization | inhibition, % at 7.94 µM | hit rate 0.42% among 360,000 | AID 602123; in the data active = inhibition above about 13%, passing the limit was not always enough;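 also: 0% = enzyme with probe and DMSO and 100% = no enzyme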
DNMT1 block – inhibitors of human DNMT1; AID 588458; inhibition (reported as % activation of signal), % at 10 µM; hit rate 0.83% among 360,000; P26358; DNMT1 molecular beacon, Hinp1I cleavage, fluorescence; in the data active = inhibition above about 50%
CendR NRP1 mod – alters CendR peptide binding to human NRP-1; O14786; FAM-RPARPAR peptide binding to NRP-1, fluorescence polarization; inhibition, % at 25 µM; hit rate 0.85% among 360,000;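 active = inhibition or corrected inhibition above about 18%, plus a signal ratio from 0.5 to 1.5, limit read from the data, passing the limit was not always enough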; also: strong numbers were not always called active
LMPTP inh – LMPTP (human) inhibition; inhibition, % at 20 µM; P24666; recombinant LMPTP-A, OMFP fluorogenic substrate, fluorescence intensity; hit rate 0.22% among 360,000;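 active = compounds that cut the enzyme signal by at least half of the control window in the single-dose screen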;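 also: plate controls were DMSO wells with enzyme plus substrate for no effect and substrate without enzyme for full effect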
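Assay system: LMPTP-A, protein tyrosine phosphatase of low molecular weight / Medium: pH 6.0 Bis-Tris buffer with DTT and Triton X-100 / Schedule: 50 min enzyme reaction at room temperature, protected from light / Measured by: endpoint fluorescence intensity from OMFP dephosphorylation / Read-out basis: % inhibition relative to no-enzyme and uninhibited control wells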
An asterisk follows results filed as active; · = no result given.

nr	canonical_smiles	SUMO1-SIM PPI	STEP block	MsrA inh	Scp-1 inhibitor	TbMetRS inhib
1	O=C(Nc1cccc2ccccc12)c1nn(C23CC4CC(CC(C4)C2)C3)cc1[N+](=O)[O-]	6.8	4.4	0.7	-10.8	0.1
2	COc1ccc(NS(=O)(=O)c2cccc(C(=O)NNC(=O)c3ccc(NC(C)=O)cc3)c2)cc1	5.5	-0.9	-0.4	-1.1	-0.4
3	O=c1[nH]c(=O)c2nc3c4ccccc4c4ccccc4c3nc2[nH]1	83.8*	0.4	2.2	26.2	-1.1
4	Cc1ccc(C(=O)NCC2(c3ccccc3)CCCC2)cc1	0.4	-5.6	-0.2	5.6	-1.1
5	Cc1cccc(-c2ccc3c(c2)C2CC3CCN2C(=O)OCc2ccccc2)c1 (centres undefined)	17.4	4.7	0.3	-12.4	-0.7
6	O=C(C1CCCN1S(=O)(=O)c1ccc(Cl)cc1)N1CCCCC1 (centres undefined)	-0.9	0.3	0.4	-5.5	-0.5
7	Nc1ncnc2[nH]c(=S)[nH]c12	5.3	3.0	0.0	-3.9	0.1
8	Cn1cnc2c1c(=O)n(Cc1cccc(F)c1)c(=O)n2C	-2.3	0.1	-0.8	-3.5	-0.8
9	CCOC(=O)C1CCN(CC(=O)Nc2ccc(S(=O)(=O)N3CCC(C)CC3)cc2)CC1	-1.8	-1.7	-0.4	-1.3	-0.9
10	COc1ccc2cnn(-c3ccc(OC(F)(F)F)cc3)c(=O)c2c1OC	-0.8	3.0	1.9	-11.4	-0.7

nr	MsrA act	eLon inh	DNMT1 block	CendR NRP1 mod	LMPTP inh
1	-1.2	2.9	-3.9	-9.2	3.9
2	-2.4	5.8	0.7	-1.2	0.8
3	-14.4	-2.6	78.6*	-0.9	12.8
4	-0.9	-5.3	-1.6	-6.7	0.4
5	0.1	-1.9	5.7	-6.7	4.6
6	-3.1	9.1	1.5	11.5	-0.7
7	10.8*	3.9	7.9	28.8*	-7.0
8	-2.7	2.6	1.3	13.3	-1.4
9	-4.3	9.1	-4.9	-2.0	-1.9
10	-2.8	-1.6	1.7	-1.3	-0.3

Taken from above:
#5 in TbMetRS inhib → -0.7
#3 in eLon inh → -2.6
#8 in MsrA inh → -0.8
#6 in SUMO1-SIM PPI → -0.9

(next part)
nr	canonical_smiles	SUMO1-SIM PPI	STEP block	MsrA inh	Scp-1 inhibitor	TbMetRS inhib
11	COc1cc(/C=C/C(=O)O)cc(S(=O)(=O)Nc2ccc3[nH]c(=O)[nH]c3c2)c1OC	-1.6	1.3	0.5	-2.3	-0.2
12	C[C@H](O)[C@@H]1C(=O)N2CCc3c([nH]c4ccccc34)[C@@H]2C[C@@H]1N(C)Cc1ccc(Cl)cc1	2.5	2.8	0.3	·	86.7*
13	Cn1c(=O)c2cc3ccc(Cl)cc3nc2n(C)c1=O	-17.0	0.3	-0.7	-5.1	0.1
14	COc1cc(/C=C2/SC(=O)N(Cc3ccccc3)C2=O)ccc1OCc1ccncc1	-19.6	7.1	0.8	9.8	-0.2
15	O=C(NCc1ccccc1F)C1CCCN(c2cnccn2)C1 (centres undefined)	-2.9	1.0	2.0	-4.3	0.3
16	O=C(COc1c(F)c(F)cc(F)c1F)NNC(=O)CC1CCS(=O)(=O)C1 (centres undefined)	-2.9	0.7	-0.9	1.8	-0.4
17	O=C(NCC1CCCO1)c1ccc([N+](=O)[O-])o1 (centres undefined)	-42.4	-0.1	-0.7	63.4*	-0.1
18	Cc1ccccc1N1Cc2ccccc2C1=O	-0.8	0.0	-0.2	·	0.4
19	O=c1nc(-c2ccccc2)c2cc(Br)ccc2[nH]1	-60.0	-3.6	-0.2	3.0	-0.6
20	COC(=O)c1sccc1-n1cccc1C(=O)C(=O)N1CCCCC1	3.3	-3.1	-0.1	1.6	-0.2

nr	MsrA act	eLon inh	DNMT1 block	CendR NRP1 mod	LMPTP inh
11	-2.8	-1.3	-0.5	-3.7	-0.8
12	7.8*	-2.8	-5.2	-7.5	0.3
13	-2.0	-21.2	6.6	2.5	-1.1
14	-1.1	1.5	-8.4	7.9	7.9
15	0.1	-7.5	2.9	3.5	-1.3
16	-0.7	-13.1	1.6	6.9	-0.3
17	2.2	-13.0	0.4	5.9	-1.3
18	-0.2	3.0	3.4	-0.2	0.1
19	-12.9	-14.2	6.6	12.3	-1.5
20	2.3	-3.7	2.8	-2.7	-0.6

Structures above printed as active in DNMT1 block:
nr	canonical_smiles	SUMO1-SIM PPI	STEP block	MsrA inh	Scp-1 inhibitor	TbMetRS inhib
3	O=c1[nH]c(=O)c2nc3c4ccccc4c4ccccc4c3nc2[nH]1	83.8*	0.4	2.2	26.2	-1.1

nr	MsrA act	eLon inh	DNMT1 block	CendR NRP1 mod	LMPTP inh
3	-14.4	-2.6	78.6*	-0.9	12.8

(further entries)
nr	canonical_smiles	SUMO1-SIM PPI	STEP block	MsrA inh	Scp-1 inhibitor	TbMetRS inhib
21	CCc1ccc(CNC(=O)CCCn2c(=O)c3cccn3c3cccnc32)cc1	-5.6	-1.1	1.2	5.5	-0.6
22	CC1OC(COCc2ccccc2)Cc2[nH][nH]c(=O)c21 (centres undefined)	-2.3	·	-0.7	·	-0.8
23	c1ccc2[nH]c(CN3CCCCCC3)nc2c1	2.2	0.7	0.1	-0.3	0.8
24	c1ccc2[nH]c(SCCN3CCOCC3)nc2c1	1.1	-2.1	0.1	-5.5	0.1
25	COc1ccc(-n2c(C)nc3c(cnn3-c3ccc(C)c(C)c3)c2=O)cc1	4.8	-1.7	-0.8	-3.4	0.0
26	O=C(Nc1ccccc1N1CCCC1)c1ccc(N2CCCC2=O)cc1	-9.0	-0.6	0.2	-3.8	0.2
27	CON1C(=O)CN(C(C)=O)C1c1ccc(Cl)cc1Cl (centres undefined)	3.8	-4.2	-0.2	-12.2	-1.9
28	O=C(Nc1ccc2c(c1)CCC2)c1ccc(F)cc1	-2.8	-3.6	-0.6	-5.2	-0.5
29	Cc1c(S(=O)(=O)Nc2ccc(Oc3ccccc3)cc2)c(=O)n(C)c(=O)n1C	8.2	1.6	-0.9	-10.7	-0.3
30	O=C(COC(=O)c1cc(=O)[nH]c2ccccc12)NCc1ccc(F)cc1	-19.2	-3.2	-0.1	-4.9	-0.5

nr	MsrA act	eLon inh	DNMT1 block	CendR NRP1 mod	LMPTP inh
21	-5.2	-2.5	4.0	1.1	-1.7
22	-1.3	-2.4	·	-9.3	-0.7
23	-3.1	-2.4	-6.1	2.4	0.1
24	2.4	-6.9	2.3	7.4	0.6
25	-6.9	-1.1	1.3	-9.8	-0.2
26	-1.5	-11.8	-13.8	-8.5	2.9
27	-13.3	4.6	9.2	5.2	-3.1
28	-4.0	-1.8	-1.4	-10.7	-0.1
29	-1.4	1.6	0.0	-8.6	0.1
30	-2.7	5.1	-2.0	1.0	-0.9

Following part.
nr	canonical_smiles	SUMO1-SIM PPI	STEP block	MsrA inh	Scp-1 inhibitor	TbMetRS inhib
31	Cc1c(C(=O)N2CCC(C)CC2)cccc1[N+](=O)[O-]	-6.4	1.3	-0.9	-2.9	0.3
32	CN1CCN(c2nc3c(c(=O)n(C)c(=O)n3C)n2CC(N)=O)CC1	0.3	1.7	0.0	-13.0	0.2
33	Cc1ccc(-c2cc(C(=O)NN)n[nH]2)o1	-1.6	1.0	1.1	-3.5	3.1
34	CN(CCc1ccccn1)C(=O)Nc1ccc(F)cc1	0.2	0.1	-0.8	2.6	-0.4
35	O=C(OCc1cc([N+](=O)[O-])cc2c1OCOC2)c1ccc2ccccc2n1	-4.0	0.1	-1.0	-4.2	-0.8
36	Cc1cccc(CN2CCN(CC(=O)NCc3ccc(F)cc3)C2=O)c1	0.1	-3.2	-0.2	-12.9	0.0
37	COc1ccccc1NC(=O)CN1C(=O)NC(C)(C)C1=O	-1.4	-2.1	-0.3	-2.8	-0.2
38	CC(=O)Nc1ccc(C(=O)OCc2ccc(Cl)c(Cl)c2)cc1	2.9	-3.3	-0.4	-9.6	0.5
39	CCOC(=O)C1=C(NC(=S)NC(=O)c2ccccc2)c2ccccc2CC1(C)C	0.9	2.4	-0.5	-6.2	-0.3
40	COC(=O)c1ccc(CSc2ncnc3c2nnn3-c2ccc(OC)cc2)o1	-1.4	1.1	-0.8	-13.4	-1.0

nr	MsrA act	eLon inh	DNMT1 block	CendR NRP1 mod	LMPTP inh
31	-0.1	-12.6	-0.9	-4.1	-0.5
32	-2.1	4.2	3.3	-13.2	-1.9
33	-4.7	3.4	2.3	4.0	-1.0
34	1.4	9.1	-2.9	14.8	-1.0
35	-1.8	6.8	10.6	-4.9	-1.6
36	-7.7	-8.2	-1.9	1.4	-1.8
37	-4.1	-3.3	-2.8	-12.0	-1.4
38	-3.2	-5.1	-5.6	11.4	2.8
39	-1.0	-5.0	-5.3	-4.6	2.5
40	6.4	-1.8	-4.6	-2.6	4.5

Three compounds picked at random from those above:
nr	canonical_smiles	SUMO1-SIM PPI	STEP block	MsrA inh	Scp-1 inhibitor	TbMetRS inhib
5	Cc1cccc(-c2ccc3c(c2)C2CC3CCN2C(=O)OCc2ccccc2)c1 (centres undefined)	17.4	4.7	0.3	-12.4	-0.7
22	CC1OC(COCc2ccccc2)Cc2[nH][nH]c(=O)c21 (centres undefined)	-2.3	·	-0.7	·	-0.8
1	O=C(Nc1cccc2ccccc12)c1nn(C23CC4CC(CC(C4)C2)C3)cc1[N+](=O)[O-]	6.8	4.4	0.7	-10.8	0.1

nr	MsrA act	eLon inh	DNMT1 block	CendR NRP1 mod	LMPTP inh
5	0.1	-1.9	5.7	-6.7	4.6
22	-1.3	-2.4	·	-9.3	-0.7
1	-1.2	2.9	-3.9	-9.2	3.9

Assay outcomes from PubChem.

The order is random, and some 4.3% of all compounds hit somewhere here.
